proKLK7 act – activators of human kallikrein-7 zymogen. P49862. purified proKLK7, EDANS-DABCYL substrate fluorescence; 100% is mature enzyme control, 0% vehicle. AID 652039. hit rate 0.9% among 370,000. activation, % at 7 µM;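 active = activation above the mean of all tested compounds plus 3 SD, computed per campaign excluding outliers beyond control limits, cut at about 13% in these data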
Target sequence (P49862 whole entry, looked up): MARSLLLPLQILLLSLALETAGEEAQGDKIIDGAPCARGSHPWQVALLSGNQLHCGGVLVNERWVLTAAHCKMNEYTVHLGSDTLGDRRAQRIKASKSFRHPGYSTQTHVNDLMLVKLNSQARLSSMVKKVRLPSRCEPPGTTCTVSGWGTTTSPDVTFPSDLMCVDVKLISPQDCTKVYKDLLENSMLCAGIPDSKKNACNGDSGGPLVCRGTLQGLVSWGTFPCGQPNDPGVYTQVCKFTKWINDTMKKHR
TDP2 inh – blocks human TDP2 phosphodiesterase activity; O95551; recombinant TDP2, T5PNP hydrolysis, p-nitrophenol absorbance 415 nm; inhibition, % at 12.8 µM; hit rate 0.34% among 370,000; AID 720702;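 active = inhibition above the mean of all tested compounds plus 3 SD, set per campaign, cut at about 25% in these data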;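 also: 0% = DMSO with enzyme and 100% = buffer with substrate but no TDP2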
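System – recombinant human TDP2 · Quantity – TDP2 enzyme at 120 nM final · Doses – single concentration, 12.8 µM nominal, with 1% DMSO · Incubation – 2 h at 37 °C · Measured by – epi absorbance of p-nitrophenol freed from T5PNP by hydrolysis · Read-out – % inhibition relative to enzyme-containing and enzyme-free wells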
TCR-CD3 inh – inhibitors of human TCR-CD3 interaction | TAMRA-labeled TCR probe fluorescence, biochemical | inhibition, % at 9.4 µM | hit rate 0.37% among 360,000; in the data active = inhibition above about 19%;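 also: recombinant mutant TCR 2C K166C tagged with TAMRA read by polarization; 0% = receptor in buffer alone and 100% = receptor with positive control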
PRMT1 FP inh – blocks human protein arginine methyltransferase 1; Q99873; recombinant PRMT1, activity-based probe fluorescence polarization; inhibition, % at 2.79 µM; hit rate 1.3% among 370,000;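 active = inhibition above about 21% made by adding two undisclosed values, limit read from the data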
LEDGF integ inh – blocks HIV-1 LEDGF/p75-dependent DNA integration. TR-FRET IN-LEDGF/p75 DNA integration, Eu/Cy5. inhibition, % at 3.7 µM. hit rate 0.64% among 370,000. AID 743269;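 active = inhibition above the screen-wide mean plus 3 SD, cut at about 13% in these data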;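 also: signal is the Cy5 over europium emission ratio at 671 and 618 nm; 0% = plate median of compound wells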
Tn6 DDE FP – DD(E)-Tn6 binding inhibition, primary FP screen; Fibrin DD(E) TRITC-Tn6 fluorescence polarization displacement; hit rate 0.21% among 370,000; inhibition, % at 8.3 µM; P02675; AID 720509;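 active = inhibition above a per-campaign cutoff: mean of compounds within control limits plus 3 SD, cut at about 15% in these data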;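 also: 0% = median of all compound wells on the plate and 100% = blocking peptide control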
MBD2 inh – blocks human MBD2 binding to methylated DNA; hit rate 0.31% among 370,000; inhibition, % at 4.4 µM; TR-FRET, MBD2 binding to methylated oligonucleotide; in the data active = inhibition above about 13%
Target sequence (Q9UBB5 whole entry, looked up): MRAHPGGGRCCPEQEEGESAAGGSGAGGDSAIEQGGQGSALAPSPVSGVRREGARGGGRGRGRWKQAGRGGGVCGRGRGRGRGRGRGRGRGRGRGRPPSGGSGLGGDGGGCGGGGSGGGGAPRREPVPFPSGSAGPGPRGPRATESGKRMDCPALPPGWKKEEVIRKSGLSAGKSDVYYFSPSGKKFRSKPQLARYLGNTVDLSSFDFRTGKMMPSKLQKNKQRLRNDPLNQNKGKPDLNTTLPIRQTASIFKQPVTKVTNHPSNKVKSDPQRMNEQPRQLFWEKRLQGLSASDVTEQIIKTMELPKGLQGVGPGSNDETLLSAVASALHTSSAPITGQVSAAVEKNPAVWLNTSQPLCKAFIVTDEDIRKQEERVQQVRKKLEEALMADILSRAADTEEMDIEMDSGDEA
Tn7 DDE FP – disrupts Tn7 cyclic peptide binding to fibrin D-Dimer-E complex | P02675 | FP displacement of FITC-Tn7 peptide from fibrin DD(E); 0% = median of compound wells per plate | inhibition, % at 8.3 µM | hit rate 0.13% among 370,000 | AID 720508;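 active = inhibition above the mean of compounds falling within the control limits plus 3 SD of them, cut at about 14% in these data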;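 also: 0% = plate median of compound wells and 100% = 10 µM Aha-Tn7 peptide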
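Measure: % inhibition scaled between sample-field median and high-control FP; Test system: human fibrin DD(E); Quantity: 2 µM final DD(E) protein; Doses: one dose, 8.3 µM nominal; Schedule: compound with protein 10 min, then 3 h after probe, room temperature; Detection: fluorescence polarization; Medium: Tris buffer with calcium and detergent, pH 7.8.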
UHRF1 MBD2 ctr – blocks human UHRF1 binding to methylated DNA; Q96T88; UHRF1 binding to methylated oligo, TR-FRET; inhibition, % at 4.4 µM; hit rate 0.75% among 370,000; in the data active = inhibition above about 21%;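 also: UHRF1 SRA domain binding a hemimethylated CpG hairpin DNA probe; 0% = median of test compound wells and 100% = reference inhibitor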
SIAE primary – blocks human sialic acid acetylesterase; Q9HAT2; SIAE FP-Rh probe binding, fluorescence polarization; inhibition, % at 9.66 µM; hit rate 0.69% among 370,000;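 active = inhibition above a cutoff: mean of compounds within the control limits plus 3 SD of those, cut at about 17% in these data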;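 also: 0% = plate median of compound wells and 100% = probe without SIAE protein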
Starred values were filed as active, the others as inactive; · = no result given.

entry	Tn7 DDE FP	MBD2 inh	PRMT1 FP inh	UHRF1 MBD2 ctr	SIAE primary	Tn6 DDE FP	proKLK7 act	TCR-CD3 inh	TDP2 inh	LEDGF integ inh	canonical_smiles
1	0	-3	0	1	0	3	-0.1	-7	-1	4	CC(CC(C)C(=O)Nc1ccccc1C(C)(C)C)C(=O)O (stereo not given)
2	1	3	5	5	1	0	-0.6	6	-4	-2	C=CCNC(=S)NNC(=O)Cn1c(-c2ccccc2)cc(=O)n2ncnc12
3	2	-10	-4	-3	2	0	0.4	8	4	1	COCCC(=O)N1CCC(Oc2ccc(C(=O)NCc3ccon3)cc2)CC1
4	-2	3	0	1	-7	3	-4.3	-3	2	0	Cc1ccc(-c2cc(C(=O)NCCCN3CCOCC3)c3ccc(Cl)c(C)c3n2)cc1
5	0	6	1	2	8	3	-0.3	-12	3	2	COc1ccc(NC(=O)C2CCN(c3nnnn3-c3ccccc3)CC2)cc1
6	-3	8	1	7	-6	-7	-0.8	-10	-4	-1	COc1ccc(OC)c(C(=O)CSc2nnc(-c3cccnc3)n2C)c1
7	1	-1	-3	3	1	4	0.4	2	-8	5	CC(C)NC(=O)c1ccc(-n2c(=S)[nH]c3ccccc3c2=O)cc1
8	-7	0	-3	0	-4	-2	0.0	6	6	1	O=C(O)c1ccccc1
9	-1	3	1	2	-1	-7	-0.2	-3	-8	2	CCC(CO)Nc1ncnc2onc(-c3ccc(F)cc3)c12 (stereo not given)
10	1	-4	-5	-1	1	-2	0.4	5	-3	1	CCCc1nc(Cl)c(C#N)c2c1CCCC2
11	-10	-6	-4	2	-15	-6	-7.2	7	-5	-1	CCC(c1nc2ccccc2[nH]1)n1c(=O)c(-c2cccs2)nc2ccccc21 (stereo not given)
12	3	6	5	5	4	-8	0.3	-5	-7	-5	COc1ccc(NS(=O)(=O)c2cc3c4c(c2)CCN4C(=O)CC3)c(OC)c1
13	-2	4	-1	-3	6	-8	2.4	3	10	3	COc1ccc(C(=O)/C=C/Nc2cc(C)ccn2)cc1
14	7	3	-3	3	3	-2	0.0	-1	-2	0	CCOc1ccc(/C=C/C(=O)NC2CCCCC2)cc1
15	0	2	8	7	-2	-3	0.4	-2	-5	3	CC1=C(C(=O)N(C(C)C)C(C)C)CC(CC(=O)NCCN2CCOCC2)C(=O)N1CCCN1CCCC1=O (stereo not given)
16	-1	-8	4	0	3	-1	0.7	-7	-6	1	CC1(C)OC(=O)C(=NNc2ccccc2C(=O)O)C(=O)O1
17	5	-3	-2	1	2	1	0.0	3	10	1	Cn1cc(CCC(=O)N2CCCC(CCC(=O)NCc3ccccc3F)C2)cn1 (stereo not given)
18	-2	3	1	2	4	3	-1.0	-2	-13	4	CC(=O)C(Cc1cccc(F)c1)(Cc1cccc(F)c1)C(C)=O
19	-1	2	-2	-6	-81	2	-4.0	-1	1	2	O=C(N/N=C/c1cn(-c2ccccc2)nc1-c1cc2ccccc2o1)c1ccncc1
20	-2	-3	6	1	-5	2	-1.0	-3	-16	-4	COc1cc(/C=N/Nc2ccnc(=O)[nH]2)ccc1O
21	5	3	2	0	-1	-9	15*	4	2	-3	OC1c2cc(Cl)cc(Cl)c2N=C2CCCN21 (stereo not given)
22	-4	-1	-2	-1	-1	5	0.1	·	2	3	COc1ccc(-n2c(SCC(=O)Nc3ccc(OCc4ccccc4)cc3)nnc2-c2ccc(C)cc2)cc1
23	1	2	-3	0	4	3	-0.1	1	-2	1	O=C(C[C@H]1C/C=C\CC[C@H](Cc2ccc(F)cc2)C(=O)OC[C@@H](Cc2c[nH]c3ccccc23)NC1=O)NCCO
24	-4	6	1	1	0	-2	-0.1	-1	4	-1	CC(=O)Nc1cccc(NC(=O)COC(=O)C2CC3CCCC(C2)C3=O)c1 (stereo not given)
25	5	6	2	0	-8	1	0.5	1	-5	-4	COCc1cc(C)nc(SCC(=O)Nc2ccccc2C)c1C#N
26	2	2	5	1	-4	5	0.5	2	0	-3	Cc1cc(=O)[nH]c(SCC(=O)N2CCC(Cc3ccccc3)CC2)n1
27	-2	1	-1	-4	6	4	0.5	1	1	2	O=C(O)c1ccc(-n2nnc3ccccc32)c([N+](=O)[O-])c1
28	-2	-3	-1	1	-4	8	-0.6	1	2	1	Cc1ccsc1C(=O)N1CCN(S(=O)(=O)c2cccs2)CC1
29	3	2	-1	-2	-2	0	0.6	6	-8	-1	Cc1ccc2[nH]cc(C(=O)CN3CCN(c4ccccc4F)CC3)c2c1
30	5	2	2	-1	3	2	0.4	-1	-10	-2	CCOCCn1c(SCc2ccc(F)cc2)nc2c1c(=O)[nH]c(=O)n2C
31	-3	-1	-2	0	20*	2	-0.2	-2	0	-5	CCCC(=O)NC(c1ccc(OC)c(OC)c1)c1cc(Cl)c2cccnc2c1O (stereo not given)
32	-1	-25	0	-21	-29	3	0.2	-8	7	-8	CN(C)c1ccc(N=Nc2nc3ccccc3n2C)cc1
33	-1	1	-2	-1	5	-7	0.7	5	5	1	CC(C)=C1C2CCC1C1C(=O)N(c3nc(-c4ccccc4)c(C)s3)C(=O)C21 (stereo not given)
34	0	6	2	1	0	-9	-0.5	4	-15	-6	O=C(CN1C(=O)COc2ccc(S(=O)(=O)N3CCCCC3)cc21)NCc1ccccc1Cl
35	-2	1	3	3	-2	1	0.1	-4	3	-4	CCOc1ccc(CC(=NCCc2ccccc2)C2=C(O)CC(C)(C)CC2=O)cc1OCC
36	2	2	2	-6	-8	-3	-0.5	2	4	1	O=C(NCc1ccco1)c1cc(-c2cccnc2)nc2ccc(Cl)cc12
37	5	2	3	0	-1	0	0.5	2	6	-6	O=C(Nc1ccc2c(c1)OCCO2)c1cccc(Cl)c1
38	-3	-1	-4	-4	-2	-1	-0.2	4	-8	-3	CCCc1cc(Nc2cccc(OC)c2)n2ncnc2n1
39	-2	-5	-4	0	2	-3	0.6	1	-3	2	CCOc1ccc(/C(O)=C2/C(=O)C(=O)N(CCOCCO)C2c2ccccn2)cc1 (stereo not given)
40	10	0	2	-2	5	6	0.6	4	8	-1	Cc1ccc(S(=O)(=O)NCCNS(=O)(=O)c2ccccc2Br)cc1
41	-1	1	3	3	-2	3	-4.2	1	2	-1	O=C(CO/N=C/c1ccccc1O)N1CCc2ccccc21
42	-4	1	0	-4	11	-8	-0.3	2	7	-1	Cc1cc(C)c2c(NC(=O)C3CC3)nn(C)c2n1
43	-3	-3	-3	-2	-17	-3	0.3	9	10	2	COc1ccccc1C(=O)Nc1ccc(S(=O)(=O)N(C)c2ccccc2)cc1
44	5	6	8	-2	-4	0	-0.1	-14	-2	-1	c1ccc(COc2ncnc3c2ncn3CCCNC2CCN(Cc3ccccc3)CC2)cc1
45	5	5	0	-4	-6	5	0.1	4	-8	0	O=C(NCc1cccc(CNC(=O)c2ccco2)c1)c1ccco1
46	4	1	15	-1	6	1	-0.1	5	-3	-3	Cc1ccsc1/C=N/n1c(-c2ccccc2)n[nH]c1=S
47	-2	2	0	-3	-1	4	0.5	0	3	-3	CC(=O)CC(C)(C)S(=O)(=O)c1ccc(NC(C)=O)cc1
48	7	3	2	1	4	-3	-0.4	1	7	-3	CC12CCC3c4cc(CN5CCOCC5)c(O)cc4CCC3C1CCC2=O (stereo not given)
49	2	3	0	-5	7	5	-0.5	0	-10	0	CC(=O)c1ccc(N2Cc3ccccc3C2)cc1
50	-4	2	2	-2	-2	2	-0.4	6	14	0	COc1cccc(OCc2cc(C(=O)N3CCN(C(C)=O)CC3)no2)c1

Entries of single compounds as entered above:
Cc1cc(=O)[nH]c(SCC(=O)N2CCC(Cc3ccccc3)CC2)n1 across the screens: Tn7 DDE FP = 2; MBD2 inh = 2; PRMT1 FP inh = 5; UHRF1 MBD2 ctr = 1; SIAE primary = -4; Tn6 DDE FP = 5; proKLK7 act = 0.5; TCR-CD3 inh = 2; TDP2 inh = 0; LEDGF integ inh = -3
c1ccc(COc2ncnc3c2ncn3CCCNC2CCN(Cc3ccccc3)CC2)cc1 across the screens: Tn7 DDE FP = 5; MBD2 inh = 6; PRMT1 FP inh = 8; UHRF1 MBD2 ctr = -2; SIAE primary = -4; Tn6 DDE FP = 0; proKLK7 act = -0.1; TCR-CD3 inh = -14; TDP2 inh = -2; LEDGF integ inh = -1

New compounds follow
entry	Tn7 DDE FP	MBD2 inh	PRMT1 FP inh	UHRF1 MBD2 ctr	SIAE primary	Tn6 DDE FP	proKLK7 act	TCR-CD3 inh	TDP2 inh	LEDGF integ inh	canonical_smiles
51	-1	3	2	-1	-5	2	0.5	-3	-1	-2	O=C(C1CCN(S(=O)(=O)c2ccccc2)CC1)N1CCN(Cc2ccccc2)CC1
52	5	4	-3	-6	10	8	0.4	6	4	1	Cc1ccc(CN=c2c([N+](=O)[O-])nn(-c3cccc(Cl)c3)n2O)cc1
53	-11	0	-1	-2	8	-5	0.1	2	-5	0	O=c1cc(Cl)[nH]c(=O)n1Cc1ccc(F)cc1
54	-5	1	1	-1	0	-11	0.1	11	14	2	CN(C1CCCCC1)S(=O)(=O)c1cccc(C(=O)Nc2ccccn2)c1
55	1	-2	0	0	6	-2	-0.3	2	11	1	COc1ccc(-n2c(SC)nc(O)cc2=O)cc1
56	-1	-1	3	-2	-2	-8	64*	-2	31*	-3	Nc1ccc2nn(-c3ccc(Cl)cc3)nc2c1
57	-3	4	-1	-3	-9	8	-0.1	-5	19	-1	Cc1cc(=O)n(C(NC(=O)c2ccccc2)C(=O)c2ccccc2)cn1 (stereo not given)
58	7	-2	2	-1	-7	3	-0.7	-1	-7	1	Cc1ccc(C)c(S(=O)(=O)NCCOc2nc(NC(C)C)nc(NC(C)C)n2)c1
59	-1	2	2	0	0	-4	-0.6	-5	-3	-4	COc1ccc(C(=O)OCC(=O)c2ccc3[nH]c(=O)[nH]c3c2)c(OC)c1OC

Bioassay records as filed in PubChem BioAssay.
